Assay outcomes deposited in PubChem by NCI.
NCI-60 one-dose screen, 48 h, at 10 µM unless noted. Numbers give growth in % (100 = growth as untreated, 0 = no growth, -100 = all killed).
HCT-15 – HCT-15 colon cancer | 82,000 compounds, 5.2% hits | AID 1794746
SW-620 – SW-620 colon cancer; 82,000 compounds, 5.2% hits
HCT-116 – HCT-116 colon cancer; AID 1794798; 82,000 compounds, 7.3% hits
IGROV1 – IGROV1 ovarian cancer; 79,000 compounds, 4.7% hits; AID 1794786
HT29 – HT29 colon cancer; 81,000 compounds, 7.4% hits
OVCAR-4 – OVCAR-4 ovarian cancer cells | AID 1794784 | 80,000 compounds, 3.7% hits
SK-OV-3 – SK-OV-3 ovarian cancer cells; 80,000 compounds, 3.2% hits
COLO 205 – COLO 205 colon cancer. AID 1794742. 79,000 compounds, 7.3% hits
KM12 – KM12 colon cancer cells; 82,000 compounds, 5% hits; AID 1794800
Numbers without * were called inactive; · = no result given; & = joins results of further samples. Rule for the calls: active = growth percent below 10; inactive = the rest.

compound	HCT-15	SW-620	HCT-116	IGROV1	HT29	OVCAR-4	SK-OV-3	COLO 205	KM12
CN1CCN(C(=O)OCc2nc3c(N4CCOCC4)nc(-c4ccccc4)nc3n2C)CC1	-60*	-46*	-72*	-96*	-29*	-86*	62	-53*	-62*
C=CCn1c(SCC(=O)Nc2ccc(Cl)cc2)nnc1-c1cc(-c2ccccc2)nc2ccccc12	88	95	82	88	96	97	89	100	99
Cc1ccc(Cl)cc1N	98	110	99	106	119	113	·	·	113
CCN(CC)c1ccnc(CNCCSC(c2ccccc2)(c2ccccc2)c2ccc(C)cc2)c1	-92*	-72*	-88*	-31*	-80*	-21*	-87*	-77*	-84*
CCOc1ccc2c(c1)CN(Cc1ccc(Cl)cc1)CO2	70	70	39	71	57	-27*	14	77	58
CCOC(=O)c1c(O)cc(-c2ccc(Br)cc2)cc1-c1sc(N(C)Cc2ccccc2)nc1Cl	101	89	91	98	105	97	122	118	99
CCCCNC(=O)NS(=O)(=O)c1ccc(N2N=C(c3ccc(C)cc3C)CC2c2ccc(OC)cc2)cc1 (stereo not given)	47	76	52	99	88	68	101	94	48
Cc1ccc2oc(=O)cc(CSc3nc4ccc([N+](=O)[O-])cc4[nH]3)c2c1	95	102	100	96	99	87	107	110	99
ON=C1CCCCC1	107	100	103	104	107	104	108	122	106
N#Cc1c(-c2ccc(F)cc2)cc(-c2ccc(Br)s2)[nH]c1=O	102	109	95	95	112	112	·	·	114
CCCCCC/C=N/Nc1ccc([N+](=O)[O-])cc1[N+](=O)[O-]	100	103	99	91	96	109	106	104	87
Fc1ccc(-c2cnc3nonc3n2)cc1Br	67	88	85	101	101	88	101	106	86
COc1ccc(-c2ccc(=O)n(-c3ccc(S(C)(=O)=O)cc3)n2)cc1OC	102	104	90	106	120	105	101	102	112
COS(=O)(=O)CCN(CCOS(C)(=O)=O)S(C)(=O)=O	95	107	100	105	85	107	104	117	105
COc1c(N2CC3CCCNC3C2)c(F)cc2c(=O)c(C(=O)N/N=C/c3c[nH]c4ccccc34)cn(C3CC3)c12 (stereo not given)	57	91	57	98	51	106	130	107	99
COc1ccc2[nH]c(O)c(N=NC(=O)COc3ccc(NC(=O)Nc4ccc(Cl)cc4)cc3)c2c1	99	4.5*	-34*	69	8.2*	-22*	50	-1.6*	4.3*
CC(=O)n1cc(CS)c(=O)[nH]c1=O	110	105	96	107	101	114	112	109	101
CC/C(=C(\CC)c1ccc(OC)cc1)c1ccc(O)cc1	85	96	81	·	92	84	108	112	81
CO/N=C(/C)c1ccc(NC(=O)CSc2nnc(-c3ccncc3)n2-c2ccccc2)cc1	73	84	4.4*	33	78	-31*	24	104	62
CCCCCC(=O)Oc1ccc(/C(=C(\C)c2ccccc2)c2ccc(OCCN3CCCCC3)cc2)cc1	59	88	57	90	8.9*	83	81	34	72
CS(=O)(=O)Nc1cc(-c2ccc3ncnc(Nc4ccc5[nH]ncc5c4)c3c2)cnc1Cl	79	91	92	43	81	85	76	82	102
Cc1c(C(=O)Nc2ccc(F)cc2)sc2c(=O)[nH]cnc12	101	104	95	105	89	·	109	110	99
CC1=C(C)C[C@]2(C(=O)O[C@H]3CCCC[C@@H]32)[S@](=O)C1	112	110	108	113	95	106	110	108	101
CSc1ncnc2ncn(C)c12	107	102	98	116	97	114	101	104	105
CC(=O)Nc1ccc2c(c1)Cc1cc(NC(=O)/C=C\C(=O)O)ccc1-2	100	106	90	107	98	102	84	102	91
Cc1cc(NS(=O)(=O)c2ccc(NC(=O)COc3ccc(-c4cc5ccccc5[nH]4)cc3)cc2)no1	25	16	2.8*	35	12	·	14	-50*	10
CCOC(=O)N1CCN(/C=c2\sc3ncnn3c2=O)CC1	103	103	96	107	100	116	103	112	102
COc1ccc(-c2nn(-c3cccc(Cl)c3)cc2-c2c(C#N)c3n(c(=O)c2C#N)NC(c2ccccc2)N3)cc1 (stereo not given)	82	93	49	77	75	91	96	93	68
COC(=O)C[C@@H]1CC=CC(=O)/C1=C(O)/C=C/c1ccccc1	-54*	-82*	-92*	-73*	-65*	-11*	33	-57*	-76*
O=C(c1ccccc1)c1c2ccccc2cc2ccccc12	98	96	95	86	111	102	86	99	98
COc1cc(-c2nc(SCC(C)C)nc(Nc3ccccc3)c2C#N)cc(OC)c1OC	93	100	82	102	62	83	100	95	98
C=CCOc1c(Cl)cc(Cl)cc1Cl	101	106	99	102	104	102	105	111	106
Cc1ccc(CN(CC(=O)O)N=O)cc1	102	99	112	108	113	108	111	96	106
Cc1cc(NS(=O)(=O)c2ccccc2)ccc1NS(=O)(=O)c1ccccc1	105	105	·	117	105	98	119	114	102
COc1ccc(C2SCC(=O)N2NC(=O)c2ccc(NC(=O)c3ccccn3)cc2)cc1OC (stereo not given)	107	104	100	101	98	100	102	109	96
Cn1cc(-c2[nH]c3cc(NC(=O)[C@H](N)C4CCCCC4)cc4c3c2C=NNC4=O)cn1	20	-32*	-76*	-27*	-11*	21	6.8*	-78*	2.5*
Cc1ccc(NC(=S)/N=C/c2c(O)[nH]c(=O)[nH]c2=O)c(C)c1	100	114	106	101	96	113	106	110	105
CCCCc1ccc(N2CCC(=O)NC2=S)cc1	105	102	110	106	115	102	106	107	104
COc1ccc(-n2ncc3c2CCc2cc(S(=O)(=O)c4ccccc4)c(OCc4ccccc4)nc2-3)cc1	72	93	72	94	63	101	95	103	96
C1CCN(c2nc(=[N+]3CCCCC3)ss2)CC1	108	110	101	106	103	102	112	99	103
BrC1(c2ccccc2)c2ccccc2-c2ccccc21	95	106	100	108	104	106	106	110	111
COC(=O)c1nc(N)nc(C(=O)OC)c1C(=O)Cc1ccccc1	35	50	22	67	74	70	80	93	25
NC(=O)Cc1ccc(O)cc1	102	110	101	101	116	91	99	127	113
O=C(Oc1ccccc1[N+](=O)[O-])C1CCCN1C(=O)OCc1ccccc1 (stereo not given)	101	105	87	109	·	103	108	115	107
Fc1ccc(Nc2nnc(-c3ccc(Cl)cc3)o2)cc1	98	105	85	90	95	95	77	94	98
O=C1CCC(OCc2ccc(O)cc2)N1 (stereo not given)	97	106	94	101	98	114	113	120	100
Nc1ncnc2c1ncn2Cc1nnc(CCC(=O)c2nc3ccccc3[nH]2)o1	100	109	122	104	·	105	114	114	118
COc1ccc(/C(O)=C2\C(=O)C(=O)N(Cc3cccnc3)C2c2ccncc2)cc1C (stereo not given)	108	115	92	89	104	112	121	124	115
CC1C=CCC2C(=O)OC(=O)C12 (stereo not given)	92	90	90	105	110	96	97	99	97
Cc1cccc(Oc2ncccc2[N+](=O)[O-])c1C	108	110	104	117	102	·	110	119	116
COc1ccc(C(=O)/C=C/c2cc(OC)c(OC)c(OC)c2)cc1S(=O)(=O)Nc1cccnc1	94	99	88	94	103	97	99	110	89
CC(=O)c1sc2c(c1OC(=O)c1ccc(Cl)cc1Cl)c(=O)n(-c1ccccc1)c(=S)n2-c1ccccc1	3.9*	14	-0.4*	·	-24*	·	5.4*	5.8*	-0.9*
CCOC(=O)C1=C(C)NC(C)=C(C(=O)OC)C1c1cccc([N+](=O)[O-])c1 (stereo not given)	63	103	90	91	101	·	98	99	81
COc1ccc(Cn2c(Br)c3c(c2-c2cc(OC)c(OC)c(OC)c2)CCc2sc(NC(C)=O)nc2-3)cc1	52	21	41	6.5*	34	50	35	21	30
CSc1nc(-c2cccc(Br)c2)c(C#N)c(=O)n1C	88	104	101	99	102	88	107	123	114
CC(O)(C(N)=O)c1ccccc1 (stereo not given)	124	105	106	90	·	98	105	108	109
Nc1nc(Nc2ccccn2)nn1Cc1ccccc1	102	94	99	99	102	105	·	107	102
Cc1ccc(S(=O)(=O)n2cc(C(=O)C(=O)Nc3ccncc3)c3ccccc32)cc1	25	11	18	45	6.1*	56	97	107	29
COc1cccc(C(=O)OCC(O)C(=O)NC23CC4CC(CC(C4)C2)C3)c1 (stereo not given)	97	100	97	104	101	99	99	111	108
C=C(C)COC(=N)N(CCCC)CCCC	96	102	97	110	98	103	100	116	95

(cont.)
compound	HCT-15	SW-620	HCT-116	IGROV1	HT29	OVCAR-4	SK-OV-3	COLO 205	KM12
CCCCCCCCOB(OCCCCCCCC)OCCCCCCCC	110	109	112	101	99	115	95	91	102
C=C1C(=O)O[C@H]2[C@H]1CC/C(COC(=O)/C=C\C(=O)NCc1ccc(Cn3c(=O)sn(-c4ccc(Cl)cc4)c3=O)cc1)=C\CC[C@@]1(C)O[C@@H]21	-34*	-66*	-66*	-100*	-28*	-78*	52	-45*	-73*
COc1cc(NCCCCN=C(N)NC(N)=NC(C)C)c2ncccc2c1	122	63	1.6*	-32*	54	-9.6*	100	-19*	20
CCCCCCNc1nc(N2CCOCC2)c2[nH]c(NCCCCCC)nc2n1	-75*	·	-100*	-55*	·	-89*	-97*	-65*	-90*
COc1cc(C2Nc3nc(SC)nc(N)c3N=C3c4ccccc4CCC32)cc(OC)c1OC (stereo not given)	·	65	57	70	83	29	94	96	85
COC(=O)C1(C)CCC(C)C(=O)O1 (stereo not given)	116	106	113	115	110	112	111	110	113
Clc1ccc2c(NCCNc3nc(-n4ccnc4)nc4ccccc34)ccnc2c1	97	76	84	71	83	81	92	81	90
O=C(O)c1ccc(NCCCCN2C(=O)COc3ccccc3C2=O)cc1	101	104	106	104	103	104	100	111	98
COc1c(B(O)O)cccc1-c1nc2c(F)cc3[nH]ncc3c2c2c1CCCC2	0.5*	1.1*	2.8*	7.1*	6.3*	6.0*	18	-20*	-12*
C[C@]12CC[C@@H]3c4ccc(O)cc4CC[C@H]3[C@@H]1CC[C@@H]2NS(=O)(=O)c1ccc(-c2ccccc2)cc1	52	69	37	73	42	53	100	40	56
CN=C(N)NCCC[C@H](N)C(=O)O	106	101	105	108	101	108	103	108	108
CCCCCCNC(=O)Oc1ccc(/C(=C(\C)c2ccc(Cl)cc2)c2ccc(OCCCN(C)C)cc2)cc1	8.7*	88	37	67	0.6*	76	94	24	60
Cc1cc(C)c(/C=N/Nc2nc3c([nH]2)c(=O)n(C)c(=O)n3C)c(C)c1	95&113	97&98	106&80	99&94	98&96	101&110	108&99	111&102	100&94
O=C(CSc1ccc([N+](=O)[O-])cc1)c1ccccc1	98	110	102	112	·	109	106	123	112
C(=C\c1cc(-c2cc(/C=C/c3ccccc3)[nH]n2)n[nH]1)/c1ccccc1	104	102	104	107	115	104	111	120	105
CC1(C)N=C(N)N=C(N)N1c1cccc(CC(=O)Nc2ccccc2)c1	107	51	34	·	24	78	92	122	42
CC(=O)Cc1nc2c(sc3nc(C)c(Br)c(C)c32)c(=O)[nH]1	108	105	106	112	79	121	96	105	101
C=C(C)C1CCC2(C(=O)O)CCC3(C)C(CCC4C5(C)CCC(O)C(C)(C)C5CCC43C)C12 (stereo not given)	27	20	-88*	7.5*	-9.2*	-41*	28	-45*	-27*
Nc1nc(SCC2(CCl)COC2)c2ncn(CC3(CCl)COC3)c2n1	105	102	96	109	105	91	99	110	112
Nc1nc2ccccc2n2cc3ccccc3c12	84	89	91	96	101	98	96	·	95

One compound at a time, from the list above. Screens in order: HCT-15	SW-620	HCT-116	IGROV1	HT29	OVCAR-4	SK-OV-3	COLO 205	KM12
Cc1ccc2oc(=O)cc(CSc3nc4ccc([N+](=O)[O-])cc4[nH]3)c2c1 is listed as 95	102	100	96	99	87	107	110	99
COc1c(N2CC3CCCNC3C2)c(F)cc2c(=O)c(C(=O)N/N=C/c3c[nH]c4ccccc34)cn(C3CC3)c12 (stereo not given) is listed as 57	91	57	98	51	106	130	107	99

Further entries follow.
compound	HCT-15	SW-620	HCT-116	IGROV1	HT29	OVCAR-4	SK-OV-3	COLO 205	KM12
O=[N+]([O-])c1ccc(NC(=S)NNC(=S)Nc2ccc([N+](=O)[O-])cc2)cc1	56	91	85	86	105	101	111	120	69
O=C(/C(=C/c1ccc([N+](=O)[O-])cc1)c1ccccc1)c1ccccc1	15	12	6.4*	74	44	58	93	88	20
CC/C(=C(/c1ccc(Cl)cc1)c1ccc(OCCN(C)C)cc1)c1ccc(Cl)cc1	32	56	57	72	22	78	90	-16*	57
CCc1ccc(Oc2c(-c3ccc(OCc4ccc(Cl)cc4)cc3O)n[nH]c2C(F)(F)F)cc1	13	17	-5.1*	22	86	17	27	96	19
COC(=O)Nc1nc2ccc(C(=O)c3ccc(F)cc3)cc2[nH]1	5.8*	25	14	·	7.5*	55	43	-38*	-4.5*
O=C(Nc1ccc(F)cc1)Nc1nc2ccc([N+](=O)[O-])cc2s1	6.9*	7.9*	1.0*	27	4.5*	16	-5.2*	-77*	9.0*
O=CNc1ccc(C(=O)O)cc1	95	119	102	109	101	109	100	120	110

A section taken from the entries so far, for reference:
compound	HCT-15	SW-620	HCT-116	IGROV1	HT29	OVCAR-4	SK-OV-3	COLO 205	KM12
Nc1nc2ccccc2n2cc3ccccc3c12	84	89	91	96	101	98	96	·	95
O=[N+]([O-])c1ccc(NC(=S)NNC(=S)Nc2ccc([N+](=O)[O-])cc2)cc1	56	91	85	86	105	101	111	120	69
O=C(/C(=C/c1ccc([N+](=O)[O-])cc1)c1ccccc1)c1ccccc1	15	12	6.4*	74	44	58	93	88	20
CC/C(=C(/c1ccc(Cl)cc1)c1ccc(OCCN(C)C)cc1)c1ccc(Cl)cc1	32	56	57	72	22	78	90	-16*	57
CCc1ccc(Oc2c(-c3ccc(OCc4ccc(Cl)cc4)cc3O)n[nH]c2C(F)(F)F)cc1	13	17	-5.1*	22	86	17	27	96	19
COC(=O)Nc1nc2ccc(C(=O)c3ccc(F)cc3)cc2[nH]1	5.8*	25	14	·	7.5*	55	43	-38*	-4.5*
